High-throughput results: PubChem BioAssay, National Center for Advancing Translational Sciences (NCATS)
KB-V1 MDR tox = KB-V1 MDR subline cytotoxicity; AID 1347076; KB-V1 MDR cells viability, CellTiter-Glo, 72 h; hit rate 3.4% among 400,000; Potency, µM (titrated, usually from 46.1 µM), without a hit: at the top dose activity change, negative = cytotoxicity, hits mostly cytotoxic; note: % is set by controls: 0 for no effect and ±100 for the full control effect; nearly all actives have a fitted effect of over 60% in size
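KB-V1 cells (P-gp-expressing MDR subline of KB-3-1) in phenol-red-free DMEM with 10% FBS were exposed to library compounds over a concentration series for 72 h at 37 degrees C. Viability read by CellTiter-Glo luminescence; concentration-effect curves fitted after normalization.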
GLP-1R agonist = GLP-1 receptor (human) agonism; Potency, µM (highest dose often 45.6 µM), without a hit: at the top dose activation, most hits filed as activators; HEK293 GLP-1R CRE-luciferase, luminescence, 4-6 h; cells express a hypersensitive GLP-1R form; hit rate 0.007% among 380,000; P43220; note: % of control where 0% means no effect
Target sequence (P43220 whole entry, looked up): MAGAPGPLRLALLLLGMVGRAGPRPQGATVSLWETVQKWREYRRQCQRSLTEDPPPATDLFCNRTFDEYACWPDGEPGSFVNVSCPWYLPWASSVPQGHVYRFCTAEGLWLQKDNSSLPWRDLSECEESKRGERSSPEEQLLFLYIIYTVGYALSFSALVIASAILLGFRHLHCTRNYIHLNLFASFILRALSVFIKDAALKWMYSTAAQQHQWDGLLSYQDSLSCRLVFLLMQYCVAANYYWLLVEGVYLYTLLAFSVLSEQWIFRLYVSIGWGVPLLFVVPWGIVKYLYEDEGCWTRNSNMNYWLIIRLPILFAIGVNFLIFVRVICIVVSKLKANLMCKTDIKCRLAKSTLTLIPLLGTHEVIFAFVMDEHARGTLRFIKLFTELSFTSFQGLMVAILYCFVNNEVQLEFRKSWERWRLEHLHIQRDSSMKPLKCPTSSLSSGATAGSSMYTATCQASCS
GLP-1R inv ag = GLP-1 receptor (human) inverse agonism. P43220. HEK293 GLP-1R CRE-luciferase, luminescence, 24 h; GLP-1R form is constitutively active. Potency, µM (series often up to 38.3 µM), for inactives: at the top dose activity change, negative = inhibition, most hits filed as inhibitors. hit rate 1.6% among 410,000. AID 624417; note: % is set by controls: 0 for no effect and ±100 for the full control effect; nearly all actives have a fitted effect of over 55% in size
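HEK293 cells stably co-expressing a cAMP-responsive luciferase reporter and constitutively active GLP-1R were seeded, incubated 12 h, then exposed to compounds for 24 h at 37 C. Luminescence was read 12 min after detection reagent; inverse agonists lower signal.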
HT1080NT lethal = kills 2HG-producing HT-1080-NT fibrosarcoma cells | HT-1080-NT fibrosarcoma viability, CellTiter-Glo ATP luminescence, 48 h | hit rate 1.6% among 360,000 | Potency, µM (doses to about 46.1 µM), for inactives: at the top dose activity, negative = less viability, actives largely listed as cytotoxic;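 note: NT is the 2HG producing partner of a matched IDH1 knockdown line; 0% = DMSO-treated cells and -100% = media-only wells without cells; nearly all actives have a fitted effect of over 55% in size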
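Compounds were tested in concentration-response format on HT-1080-NT cells for 48 hours at 37 degrees C. Cell viability came from CellTiter-Glo luminescence; curves were classified by r2, response magnitude and activity.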
TDP43 rescue = TDP-43 toxicity inhibition in yeast; TDP-43 expressing yeast growth rescue, BacTiter-Glo, 24 h; Potency, µM (highest dose often 46.1 µM), inactives show at the top dose growth rescue (activation), actives largely listed as activators; AID 652104; hit rate 1.8% among 410,000; note: % of control where 0% means no effect; nearly all actives have a fitted effect of over 50% in size
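Growth rescue of TDP-43-toxic yeast measured as ATP luminescence (BacTiter-Glo). Cells grown to mid-log in raffinose, induced in galactose at OD600=0.02, exposed to compound 24 hr at 30 deg C.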
HT1080 IDH1KD tx = toxicity to HT-1080 IDH1 knockdown cells (counter line) | Potency, µM (doses to about 46.1 µM), without a hit: top-dose activity, negative = toxicity, usual class: cytotoxic | HT-1080 IDH1 knockdown viability, ATP luminescence, 48 h | AID 686971 | hit rate 2% among 360,000;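 note: 0% = DMSO wells and -100% = cell-free medium wells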
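Assay cells: HT-1080 with IDH1 knockdown, 750 per well, RPMI/5% FBS. Exposure: 48 h at 37 °C following 2 h pre-incubation. Read: CellTiter-Glo luminescence; fitted concentration-response, curve class assigned.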
HEK293 tox = cytotoxicity in counter-screen for GLP-1R inverse agonists; hit rate 0.13% among 410,000; HEK293 cAMP-luciferase reporter cells, luminescence, 24 h; Potency, µM (doses to about 38.3 µM), for inactives: at the top dose activity change, negative = inhibition, hits mostly inhibitors;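 note: loss of luciferase light is scored as toxicity; % is set by controls: 0 for no effect and ±100 for the full control effect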
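Quantitative HTS format, 1536 wells, 200 cells/uL seeded. Compounds: 23 nL, 24 h, 37 °C. Detection: luciferase reagent, luminescence at 12 min RT; decreased signal taken as cytotoxic.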
SW480 rerep = induces DNA re-replication in SW480 colon adenocarcinoma cells. Potency, µM (top dose mostly 46.1 µM), for inactives: at the highest dose re-replication activation, most hits filed as activators. hit rate 1.8% among 340,000. AID 624297. SW480 DNA re-replication, Hoechst DNA content imaging, 48 h; note: % of control where 0% means no effect; nearly all actives have a fitted effect of over 55% in size
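Compounds, transferred as 23 nL by pin tool, were incubated with cells for 48 hr; DNA content per nucleus was then quantified by Hoechst staining and fluorescence plate imaging.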
KB-3-1 cytotox = KB-3-1 parental cell cytotoxicity | KB-3-1 viability, CellTiter-Glo ATP luminescence, 72 h | Potency, µM (top dose mostly 46.1 µM), for the others: top-dose activity change, negative = cytotoxic, hits mostly cytotoxic | hit rate 1.4% among 400,000 | AID 1347075; note: % is set by controls: 0 for no effect and ±100 for the full control effect; nearly all actives have a fitted effect of over 60% in size
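Viability of parental KB-3-1 cells, measured by CellTiter-Glo luminescence, followed a 72 h incubation at 37 °C with pinned compounds in phenol-red-free DMEM containing 10% FBS.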
Starred values were filed as active, the others as inactive; ? = inconclusive; . = no result given; [ ] = remark or other dose. Calls come from the whole dose curve; as a rule, active = well fitted curve in the direction sought with a large enough effect; inconclusive = small, poorly fitted or top-dose-only effect, or another doubt; inactive = no such curve, though single readings can be large; an effect the other way counts as inactive or inconclusive. Potency is the fitted concentration of half-maximal effect.

SMILES	KB-V1 MDR tox	GLP-1R agonist	GLP-1R inv ag	HT1080NT lethal	TDP43 rescue	HT1080 IDH1KD tx	HEK293 tox	SW480 rerep	KB-3-1 cytotox
COc1ccc(N(C(=O)Cn2nnc3ccccc32)C(C(=O)NCc2ccco2)c2ccncc2)cc1 (configuration not stated)	5%	9%	-5%	11%	-1%	0%	-4%	-86%[inhibitor]	7%
O=[N+]([O-])c1ccc(CSc2nnc(Cc3ccccc3)o2)cc1	-17%	5%	?	-3%	?	-27%	-4%	?	8%
Cc1ccc(CNC(=O)CCC2CCCN(Cc3cc4ccccc4o3)C2)o1 (configuration not stated)	-7%	-2%	?	-1%	12%	-9%	2%	?	?
CC(=O)CC(=O)Nc1ccccc1NC(C)=O	-2%	1%	1%	-1%	-14%	0%	-10%	2%	3%
CCN(CC)S(=O)(=O)c1cccc(C(=O)OCC(=O)NCCN2C(=O)CSC2=O)c1	?	-3%	5%	-21%	14%	-5%	7%	-8%	1%
O=C(N/N=C/c1ccccc1O)/C(=C/c1ccccc1)CCO	?	2%	-11%	?	1%	3.3µM*	2%	?	?
CN(C)Cc1cc2ccccc2c2c1COC2	-9%	1%	4%	-1%	-25%	-6%	-5%	2%	-7%
COc1ccc([C@H]2Cc3cc(O)cc(O)c3C(=O)O2)cc1O	-15%	4%	-6%	18%	16%	17%	2%	-18%[9.22 µM]	-2%
C=CCNC(=O)COC(=O)CCC(=O)c1cccs1	18%	5%	27%	13%	-9%	11%	3%	?	-4%
COc1ccccc1NC(=O)Nc1ccncc1	-3%	0%	4%	-2%	-18%	-1%	-1%	?	0%
CCOC(=O)CSc1n[nH]c(NC(=O)c2cccc(C)c2)n1	-1%	-16%	7%	7%	6%	-3%	-3%	-1%	25%
Cc1sc(NC(=O)c2cc3ccccc3oc2=O)c(C(=O)OC(C)C)c1-c1ccccc1	0%	0%	-24%	2%	-9%	5%	-7%	1%	?
CCCNC(=O)c1ccccc1NC(=O)CN(c1ccccc1)S(=O)(=O)N(C)C	-16%	17%	2%	19%	-4%	18%	0%	-10%	12%
CCCC(=O)Nc1c2c(nc3ccccc13)N(c1ccccc1)CC2	-11%	9%	-20%	?	12%	26µM*	-2%	?	-5%
COc1cccc(CNc2nc3cc(-c4ccccc4C)sc3c(=O)n2C)c1OC	0%	11%	?	?	?	?	4%	.	?
NC(=O)C1=C[C@@H](c2ccc3c(c2)OCO3)C[C@@H](OCCCCO)O1	2%	-5%	-3%	7%	9%	17%	1%	-1%	9%
C=CCn1c(-c2ccc(OC)cc2)csc1=Nc1c(C)n(C)n(-c2ccccc2)c1=O	8.2µM*	-6%	?	-18%	2%	-14%	-8%	2%	16µM*
Cc1cc(C(C)(C)C)cc(S(=O)(=O)NCCO)c1C	18%	15%	-1%	0%	9%	0%	-5%	-4%	-2%
CN(CC(=O)Nc1ccc(N2CCOCC2)cc1)C(=O)c1cc2c(s1)CCCC2	?	-3%	53%[activator]	-5%	9%	-3%	-10%	-5%	1%
CC1CCc2nc(NC(=O)CCSc3ccccc3)sc2C1 (configuration not stated)	8%	-5%	14%	-1%	6%	10%	15%	-4%	2%
CC1(C)O[C@H]2[C@@H](O1)[C@@H](C(=O)Nc1ccccc1O)O[C@@H]1OC(C)(C)O[C@@H]12	?	.	13%	.	18%[9.22 µM]	.	-1%	.	7%
Cc1cccc(C(=O)Nc2ccc3c(c2)nc(C)n3C)c1	2%	-4%	?	14%	-5%	14%	-3%	4%	-4%
CCNC(=O)Oc1ccc[nH]c1=O	2%	-1%	?	?	-10%	?	21%	-9%	5%
COc1cccc2c(O)c(-c3ccccc3)c(=O)[nH]c12	16%	5%	9%	1%	0%	7%	-22%	-3%	7%
Cc1cc(C)n(C(=O)c2ccc(S(=O)(=O)N3CCOCC3)cc2)n1	-1%	2%	1%	20%	-13%	17%	2%	1%	-1%
Cc1c(C(=O)N2CC3(CC(c4cccc(NC(=O)CC(c5ccccc5)c5ccccc5)c4)=NO3)C[C@@H]2C(N)=O)cc([N+](=O)[O-])cc1[N+](=O)[O-] (some centres not stated)	-12%	-4%	-18%	3%	19%	0%	2%	-27%	0%
O=C(Cc1ccc([N+](=O)[O-])cc1)Nc1ccc(Cl)cc1	-20%	-8%	-1%[0.307 µM]	-9%	15%	?	3%[0.307 µM]	-4%	-26%
COc1cccc2c1OCC/C2=N\NC(=O)C(C)Oc1ccc([N+](=O)[O-])cc1 (configuration not stated)	0%	2%	-13%[7.66 µM]	2%	-6%[9.22 µM]	9%	1%[7.66 µM]	6%	-1%
CN(CC(=O)Nc1cccc(F)c1)C(=O)c1cc(S(=O)(=O)N2CCN(c3ccccc3)CC2)ccc1Cl	-11%	6%	?	2%[9.24 µM]	-2%	-14%	-10%	-10%	?
Cn1nnnc1Sc1ncnc2scc(-c3cccs3)c12	?	-13%	.	.	.	.	.	?	?
COc1ccc(NC(=O)CO/N=C/C(=O)Nc2ccccc2C)c([N+](=O)[O-])c1	0%	16%	?	4%	0%	4%	-29%	-16%	-21%
Fc1ccc(-c2csc(NC3=NCCC3)n2)cc1	40%	3%	-15%	3%	.	0%	-9%	-25%[1.84 µM]	12%
O=Cc1c(-c2ccc(Cl)cc2)oc2ccc(O)cc12	?	9%	?	-3%	18%	1%	-4%	29%	?
O=C(OCc1ccc([N+](=O)[O-])cc1)c1cc2ccccc2oc1=O	16%	-1%	11%	7%	14%	12%	1%	-1%	-1%
O=C(CSc1nnc(-c2ccco2)o1)NC1CCCCC1	-1%	2%	19%	16%	12%	21%	-9%	-2%	-8%
CN(CC(=O)C(C(N)=O)c1ccccc1)c1ccccc1 (configuration not stated)	15%	-6%	15%	0%	-8%	-2%	-3%	.	-1%
Cc1ccc(NC(=O)CN(C)C(=O)c2ccc(Sc3nncn3C)c([N+](=O)[O-])c2)cc1	14%	8%	-8%	-4%	12%	3%	1%	1%	-7%
CCOc1ccc(NC(=O)CSc2nnc(-c3ccoc3C)n2CC2CCCO2)cc1 (configuration not stated)	-18%	1%	5%	15%	3%	8%	-3%	-3%	-1%
COCCCN1C2=C(C(=O)CC(C)(C)C2)C(c2ccc(OC)c(OC)c2)C2=C1CC(C)(C)CC2=O	6%	8%	20%	5%	11%	2%	-17%	?	1%
O=C(O)CC1S/C(=N\N=C2CCCCCC2)N(c2ccccc2)C1=O (configuration not stated)	10%	0%	1%	-1%	-8%	0%	-5%	-1%	14%
O=c1c2cccnc2n(-c2ccccc2)n1Cc1c(Cl)cccc1Cl	0%	8%	6%	5%	-5%	7%	18%	-28%	-4%
O=C(/C=C/c1cc[n+](CC(=O)c2ccc3cccc4c3c2CC4)cc1)c1ccc2cccc3c2c1CC3	-1%	-1%	41%[activator]	-25%	?	-25%	-3%	24%	-6%
N#C/C(=C(/O)Cc1ccccc1)P(=O)(c1ccccc1)c1ccccc1	?	3%	-15%	17%	-10%	12%	1%	12%	12%
COc1cc(C(C(=O)NC2CCCCC2)N(C(=O)Cc2c[nH]c3ccccc23)c2ccccc2C)cc(OC)c1OC (configuration not stated)	-3%	-6%	?	-19%	14%	-2%	-9%	1%	-15%
O=C(Nc1ccc2oc(-c3cccnc3)nc2c1)c1ccc(-c2ccccc2OC(F)(F)F)o1	-3%	.	-15%	.	13%	.	-10%	.	-2%

Filtered by structure, the entries above containing two or more sulfur atoms.
SMILES	KB-V1 MDR tox	GLP-1R agonist	GLP-1R inv ag	HT1080NT lethal	TDP43 rescue	HT1080 IDH1KD tx	HEK293 tox	SW480 rerep	KB-3-1 cytotox
CCN(CC)S(=O)(=O)c1cccc(C(=O)OCC(=O)NCCN2C(=O)CSC2=O)c1	?	-3%	5%	-21%	14%	-5%	7%	-8%	1%
CC1CCc2nc(NC(=O)CCSc3ccccc3)sc2C1 (configuration not stated)	8%	-5%	14%	-1%	6%	10%	15%	-4%	2%
Cn1nnnc1Sc1ncnc2scc(-c3cccs3)c12	?	-13%	.	.	.	.	.	?	?

The list goes on.
SMILES	KB-V1 MDR tox	GLP-1R agonist	GLP-1R inv ag	HT1080NT lethal	TDP43 rescue	HT1080 IDH1KD tx	HEK293 tox	SW480 rerep	KB-3-1 cytotox
O=C1C2C(C(=O)N1/N=C/c1ccc([N+](=O)[O-])o1)C1C=CC2C12CC2 (configuration not stated)	-1%	-1%	32%[activator]	?	18µM*	?	-33%	?	-12%
Nc1nc(C2CC(=O)OC23CCCCC3)cs1 (configuration not stated)	-2%	-2%	1%	-1%	17%	-1%	9%	-1%	0%
COc1cc(C2C(C(=O)Nc3ccccc3OC)=C(C)Nc3ncnn32)ccc1O (configuration not stated)	7%	-2%	29%	7%	1%	12%	2%	-13%	-12%
Cc1csc(=O)n1CC(=O)OCC(=O)Nc1cc(S(=O)(=O)N2CCOCC2)ccc1Cl	0%	-11%	8%	5%	8%	5%	-4%	-1%	5%
Cc1cc(C(=O)Cn2nc(C(=O)O)c3ccccc3c2=O)c(C)n1-c1ccc(F)cc1	0%	11%	-23%	-5%	11%	-11%	-4%	-2%	2%
C=CCOc1ccc2c(c1)c(=O)cc(C(=O)O)n2CC	-10%	-4%	-6%	4%	2%	10%	-1%	-5%	7%
COCCN(CC1CCCN(C2Cc3ccccc3C2)C1)C(=O)CCSC (configuration not stated)	3%	0%	6%	-1%	5%	8%	-2%	?	4%
Cc1nn(-c2ccccc2)c(C)c1/C=N/n1c(-c2ccc(Cl)cc2)n[nH]c1=S	-11%	-2%	24%	-10%	9%	-9%	1%	-1%	-1%
CN(C(=O)c1ccc(NC(=O)Cc2cccc(NC(=O)C3CCCN(C(=O)C4CC4)C3)c2)cc1)C1CCCC1 (configuration not stated)	5%	-4%	11%	6%	21%	8%	3%	-13%	9%

Rows were taken by chance, and some 9.4% of all compounds hit somewhere here.
